From PubChem
CHT inh: inhibitors of human choline transporter CHT; Q9GZV3; CHT-expressing cells, membrane potential dye, choline response; stronger effect = lower value; B-score at 10 µM; 0.86% of 310,000 active; AID 488975;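 active means B-score over 3 SD under the library average, and starting fluorescence ratio not unusually high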;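 further: choline stimulus applied at its EC90 after an EC20 pre-addition; B-score computed on integrated fluorescence ratio after choline addition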
Target sequence (Q9GZV3 whole entry, looked up): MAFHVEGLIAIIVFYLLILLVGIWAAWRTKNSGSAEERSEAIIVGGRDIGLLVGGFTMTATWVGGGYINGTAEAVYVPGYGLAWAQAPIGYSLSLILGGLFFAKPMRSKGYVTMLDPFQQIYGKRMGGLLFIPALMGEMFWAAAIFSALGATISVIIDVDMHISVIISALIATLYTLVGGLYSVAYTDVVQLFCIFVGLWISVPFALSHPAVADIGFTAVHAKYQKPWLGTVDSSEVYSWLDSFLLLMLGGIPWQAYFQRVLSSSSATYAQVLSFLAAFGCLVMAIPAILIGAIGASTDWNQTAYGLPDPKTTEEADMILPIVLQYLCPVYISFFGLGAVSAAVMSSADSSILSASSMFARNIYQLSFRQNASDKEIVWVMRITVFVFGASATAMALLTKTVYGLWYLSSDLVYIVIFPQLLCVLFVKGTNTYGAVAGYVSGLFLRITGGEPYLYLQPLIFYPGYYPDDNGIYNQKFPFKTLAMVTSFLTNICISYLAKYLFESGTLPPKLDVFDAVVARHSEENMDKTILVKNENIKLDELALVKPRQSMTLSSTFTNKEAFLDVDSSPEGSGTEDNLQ
CHT allo act: allosteric activators of human choline transporter CHT | Q9GZV3 | 0.49% of 310,000 active | CHT-expressing cells, membrane potential dye, choline EC20; stronger effect = higher value; LV-AA mutant CHT in HEK293 cells | B-score at 10 µM;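 active means initial fluorescence not abnormally high and integrated response B-score, plate-corrected, over 3 SD above library mean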
STK33 inh: blocks human STK33 kinase activity; Q9BYT3; purified STK33, MBP phosphorylation, ADP-Glo luminescence; inhibition, % at 10 µM; 0.073% of 320,000 active; AID 2661;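 active means inhibition at or above 25%, using the most active replicate where run in duplicate; inactive means inhibition below 25%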
Target sequence (Q9BYT3 whole entry, looked up): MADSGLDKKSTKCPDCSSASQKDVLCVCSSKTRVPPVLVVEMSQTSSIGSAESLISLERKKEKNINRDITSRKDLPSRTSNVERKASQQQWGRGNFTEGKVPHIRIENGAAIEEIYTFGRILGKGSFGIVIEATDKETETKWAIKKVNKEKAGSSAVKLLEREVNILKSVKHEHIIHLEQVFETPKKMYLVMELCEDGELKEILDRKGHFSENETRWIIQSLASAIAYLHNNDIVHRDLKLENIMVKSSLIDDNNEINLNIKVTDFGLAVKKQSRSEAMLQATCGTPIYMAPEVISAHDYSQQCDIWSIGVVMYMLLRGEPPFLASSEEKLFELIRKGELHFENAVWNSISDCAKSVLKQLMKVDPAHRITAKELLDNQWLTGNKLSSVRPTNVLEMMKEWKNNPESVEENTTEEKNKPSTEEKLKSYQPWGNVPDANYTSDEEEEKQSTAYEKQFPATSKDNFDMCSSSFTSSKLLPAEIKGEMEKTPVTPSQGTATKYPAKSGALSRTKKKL
An asterisk follows results filed as active; i = inactive; · = not tested or not shown.

compound	CHT inh	CHT allo act	STK33 inh
COC(=O)CCC(=O)OC1(C)C(=O)C2=CN(CC3CC3)C(c3ccc(OC)cc3)=CC2=C(Br)C1=O (stereo not given)	i	i	-0.4
Cc1ccc(Nc2nc3ccccc3n3cnnc23)cc1Cl	i	i	-0.8
CCNS(=O)(=O)c1ccc(NS(C)(=O)=O)cc1	i	i	-0.4
N#Cc1cnn(-c2ccccc2)c1NC(=O)CN1CCN(c2ccccc2)CC1	i	i	0.2
CC(=O)N1CCCc2cc(S(=O)(=O)N(C)Cc3ccccc3)ccc21	i	i	-1.9
Oc1cccc2ccc(/C=C/c3ccccc3Br)nc12	i	i	-0.5
O=c1[nH]c(-c2ccc3c(c2)OCO3)nc2c1sc(=S)n2-c1ccccc1	i	i	1.3
COc1cccc(/C=N/n2c(CO)nc3ccccc32)c1OC	i	i	0.0
CCC(O)c1c(-c2ccccc2)nn(C)c1Cl (stereo not given)	i	i	0.0
NC(=S)Nc1cccc2cc3ccccc3cc12	i	i	2.4
OC(COCc1ccccc1)Cn1cnc2ccccc21 (stereo not given)	i	i	-0.1
CCNC(=O)COc1ccc(S(=O)(=O)Nc2ccccc2)cc1	i	i	-0.5
O=C(Nc1ccc2c(c1)OCCO2)c1cccc(Cl)c1	i	i	1.8
Cc1cccc(COc2ccccc2/C=N/Nc2ccc([N+](=O)[O-])cc2)c1	i	i	-1.9
CCc1c(C(=O)Nc2ccc(OC)cc2)[nH]c(C)c1C(C)=O	i	i	-0.2

Some values from above.
Entry for `COc1cccc(/C=N/n2c(CO)nc3ccccc32)c1OC` in STK33 inh: 0.0
Entry for `NC(=S)Nc1cccc2cc3ccccc3cc12` in STK33 inh: 2.4
Entry for `Cc1ccc(Nc2nc3ccccc3n3cnnc23)cc1Cl` in STK33 inh: -0.8
Entry for `OC(COCc1ccccc1)Cn1cnc2ccccc21` (stereo not given) in STK33 inh: -0.1
Entry for `O=C(Nc1ccc2c(c1)OCCO2)c1cccc(Cl)c1` in STK33 inh: 1.8

The results go on:
compound	CHT inh	CHT allo act	STK33 inh
CCOC(=O)C1=C(C)NC(SC)=C(C#N)C1CC(C)C (stereo not given)	i	i	-0.6
O=C(NCCN1CCOCC1)c1cc(=O)[nH]c2ccc(Br)cc12	i	i	0.1
O=C(NCc1ccc(F)cc1)C1CCCN1S(=O)(=O)c1cccc2nsnc12 (stereo not given)	i	i	·
Cc1ccc(S(=O)(=O)NNC(=O)Nc2ccccc2F)c(C)c1	i	i	2.1
Cc1ccc(OCCCCNC2CCCCC2)c(C)c1	i	i	-1.4
CCc1cc(Cn2nc(-c3ccccc3)cc2C(=O)NCCOC)on1	i	i	-0.1
Cn1c(=O)c(C(=O)COC(=O)c2cc(-c3ccco3)nc3ccccc23)c(N)n(CC2CC2)c1=O	-5.5*	i	0.1
C/C(N)=C(/C#N)C(=O)CSc1nncn1-c1ccccc1	i	i	-0.9
O=C(NNc1nc2c(F)cc(F)cc2s1)c1ccccc1	i	i	-0.5
Cc1cc(S(=O)(=O)c2cc3ccc(O)c(C)c3oc2=O)ccc1F	i	i	-1.3
O=C(CSc1oc(-c2ccco2)nc1S(=O)(=O)c1ccc(F)cc1)NCC1CCCO1 (stereo not given)	i	i	-0.7
CCN(C(=O)CN1C(=O)/C(=C/c2ccccc2)SC1=S)C1CCS(=O)(=O)C1 (stereo not given)	i	i	0.3
COCCN(C(=O)COC(=O)CNC(=O)c1cccs1)c1c(N)n(Cc2ccccc2)c(=O)[nH]c1=O	i	i	0.2
O=C(CCN1CCN(c2ccccc2F)CC1)Nc1ccc2c(c1)OCO2	i	i	-1.0
COc1cccc(-c2nc(CS(=O)(=O)CC(=O)Nc3ccc(C(C)=O)cc3)c(C)o2)c1	i	i	-0.1

(listing goes on)
compound	CHT inh	CHT allo act	STK33 inh
CCCCNC(=O)c1cc2ccccc2s1	i	i	-0.8
CCOc1ccc(NC(=O)c2cc3c(=O)n(C)c4ccccc4c3n2C)cc1	i	i	-0.3
CC(c1ccccc1)N1C(=O)CC(Sc2ncccc2C(=O)O)C1=O (stereo not given)	i	i	2.6
CCCC[C@@H]1CCCO[C@@](C(=O)NCc2ccccn2)(C(F)(F)F)C1	i	i	-1.2
COc1ccc(N=c2cc(-c3ccc(O)cc3)oc3ccccc23)cc1	i	i	1.0
O=C(Cc1ccc(-n2cccc2)cc1)NC1CCCCCC1	i	i	0.1
O=C(NC1CCN(C(=O)Nc2ccccc2Cl)CC1)c1ccco1	i	i	-2.6
CC(=O)c1ccc(COC(=O)Cc2ccc([N+](=O)[O-])cc2)cc1	i	i	0.9
Cn1c(=O)oc2cc(S(=O)(=O)N3CCCC(C(=O)NCCN4CCOCC4)C3)ccc21 (stereo not given)	i	i	-0.9
Cc1ccc2nc(C)cc(Nc3ccc([N+](=O)[O-])cc3)c2c1	i	i	-0.4
O=C(CSCc1ccccc1)Nc1ccccc1	i	i	2.2
O=C(O)/C(CC(=O)c1ccc(Cl)cc1)=N/Nc1ccc([N+](=O)[O-])cc1[N+](=O)[O-]	i	i	-0.6
c1cncc(-c2nc(NCc3cccs3)c3ccccc3n2)c1	i	i	1.7
O=C(COC(=O)c1ccc(NS(=O)(=O)c2cccs2)cc1)NCC1CCCO1 (stereo not given)	i	i	0.3
COc1ccccc1NC(=O)Nc1cc(F)ccc1F	i	i	-0.8

Continuation:
compound	CHT inh	CHT allo act	STK33 inh
CC(=O)COc1ncnc2c(Cl)cc(Cl)cc12	i	i	-1.6
CC(=O)N1CCN=C1SCc1cccc(C(F)(F)F)c1	i	i	-1.7
O=C(c1c(F)cccc1F)N1CCN=C1SCc1ccccc1	i	i	-1.0
CC(=O)Nc1ccc(NC(=O)CSc2ccc3nnc(-c4cccnc4)n3n2)cc1	i	i	0.8
CCc1nc(C)cc2c1sc1ccccc12	i	i	-5.0
CCC1CCCCN1C(=O)c1c[nH]c2ccc(S(=O)(=O)N(C)c3ccc(Cl)cc3)cc2c1=O (stereo not given)	i	i	0.5
CCOc1ccccc1NC(=O)C(OC(=O)c1ccc(N(C)C)cc1)c1ccccc1 (stereo not given)	i	i	-1.1
Cc1cc(C)c2nc(Cl)c(Cl)nc2c1	i	i	-0.2
Clc1ccc2c(c1)Nc1ccccc1CC2	i	i	-0.2
CC(NC(=O)C1CCC(CNS(=O)(=O)c2ccccc2)CC1)c1ccccc1 (stereo not given)	i	i	0.1
CN(C(=O)c1ccccc1C(=O)OCC(=O)Nc1ccc(S(N)(=O)=O)cc1)c1ccccc1	i	i	1.0
C=CCc1ccccc1OCC(=O)NNC(=S)NCc1ccccc1	i	i	-1.6
CCC(c1nnc(SCC(=O)NC23CC4CC(CC(C4)C2)C3)o1)N(C)C (stereo not given)	i	i	-0.9
NC(N)=Nc1nc2ccc([N+](=O)[O-])cc2[nH]1	i	i	3.6
CN(C(=O)CN1C(=O)S/C(=C\c2ccccc2Cl)C1=O)C1CCS(=O)(=O)C1 (stereo not given)	i	i	-0.4

(continued)
compound	CHT inh	CHT allo act	STK33 inh
O=C(CSc1nnc(-c2ccco2)o1)NC1CCCCCC1	i	i	-2.2
Cc1ccc(/C=C(\C#N)C(=O)Nc2c(C)cccc2C)s1	i	i	-0.2
COc1cc(C(=O)Nc2nnc(CC(=O)NCc3ccccc3)s2)cc(OC)c1OC	i	i	-0.5
O=S(=O)(c1cnccc1N1CCN(/N=C/c2ccc(Cl)cc2)CC1)N1CCCCC1	i	i	1.0
Nc1cc(N)nc(SCC(=O)Nc2cc(S(=O)(=O)N3CCOCC3)ccc2Cl)n1	i	i	0.7
CCN1CCN(CCCOc2ccc(-c3ccccc3)cc2)CC1	i	i	0.8
O=C1C=C(N2CCOCC2)CO1	i	i	0.0
CC1(C(=O)O)CCC(C(=O)NC2CCCCC2)C1(C)C (stereo not given)	i	i	-1.1
Cc1ccc(C)c2sc(NC(=O)C3CC3)nc12	i	i	-1.6
CCCOc1ccc(-c2c(C(=O)N/N=C(\C)COc3ccccc3)nnn2-c2nonc2N)cc1	i	i	0.5
O=C(COC(=O)CNC(=O)c1sc2ccccc2c1Cl)NC1CCS(=O)(=O)C1 (stereo not given)	i	i	-0.2
CCC1CCC/C1=N\NC(=O)c1ccc(Cl)cc1 (stereo not given)	i	i	-0.1
Cc1nn2c(Nc3ccccc3)c3c(nc2c1-c1ccccc1)CCC3	i	i	0.0
COC(=O)CCN1CCN(S(=O)(=O)c2ccccc2Br)CC1	i	i	1.3
O=C(O)COc1ccccc1/C=C1\C(=O)Nc2ccc(Br)cc21	i	i	0.8

The closing five records of the section before come first, to join the parts.
compound	CHT inh	CHT allo act	STK33 inh
O=C(COC(=O)CNC(=O)c1sc2ccccc2c1Cl)NC1CCS(=O)(=O)C1 (stereo not given)	i	i	-0.2
CCC1CCC/C1=N\NC(=O)c1ccc(Cl)cc1 (stereo not given)	i	i	-0.1
Cc1nn2c(Nc3ccccc3)c3c(nc2c1-c1ccccc1)CCC3	i	i	0.0
COC(=O)CCN1CCN(S(=O)(=O)c2ccccc2Br)CC1	i	i	1.3
O=C(O)COc1ccccc1/C=C1\C(=O)Nc2ccc(Br)cc21	i	i	0.8
N=c1ccn(Cc2ccc(F)cc2)cc1	i	i	-1.1
CC1CCN(C(=O)CCCN2C(=O)c3cccnc3Oc3ccc(Cl)cc32)CC1	i	i	-0.7
Cc1ccc(S(=O)(=O)N/N=C/c2ccc(OCC(=O)Nc3ccccc3Cl)cc2)cc1	i	i	-0.6
CN(C)C(=S)Nc1ccc(Br)c(Cl)c1	i	i	-1.4
O=C(O)CCC(=O)Nc1ccccc1C(=O)NCCc1ccccc1	i	i	-0.3
c1cncc(-c2nc(NCCCN3CCOCC3)c3c4c(sc3n2)CCC4)c1	i	6.9*	5.0
N=C1/C(=C/c2ccco2)C(=O)N=C2SC(CC(=O)N3CCCC3)=NN12	i	i	0.9
Cc1cc(C)cc(NC(=O)C(OC(=O)c2sccc2C)c2ccccc2)c1 (stereo not given)	i	i	-1.6
Cc1ccc2cc3c(N)c(C(=O)N4CCOCC4)sc3nc2c1	i	i	0.0
COc1cccc2c1cc1c(=O)n(CC(=O)NCCCN3CCN(C)CC3)nc(C)n12	i	i	3.2
Cc1nn(C)c(C)c1CN(C(=O)C1CCC(=O)N(C2CCCCCC2)C1)C(C)C (stereo not given)	i	i	-0.9
O=C(NCCNCc1ccc(F)cc1)c1ccco1	i	i	-3.0
CCCn1c(C(O)c2ccc(OC)c(OC)c2)nc2ccccc21 (stereo not given)	i	i	-0.3
CC(C)n1c(C(F)(F)F)nc2cc(C(=O)N3CCC(O)CC3)ccc21	i	i	-2.8
CC(=O)c1cc(C)ccc1OC(=O)c1cccnc1	i	i	1.2

Next compounds follow:
compound	CHT inh	CHT allo act	STK33 inh
COC(=O)/C(C#N)=C/c1occc1C	i	i	-0.3
COCCn1c(=S)[nH]c2cc(C(=O)N3CCN(Cc4ccc5c(c4)OCO5)CC3)ccc2c1=O	i	i	3.4
CCCCNC(=O)COc1ccccc1C(=O)c1cc(C#N)c(=O)n(CCOC)c1	i	i	-0.2
O=C(Cn1nc(C(F)(F)F)c2c1CCC2)NCc1ccc(Cl)cc1	i	i	-1.3
CCN1C(=O)[C@@H]2Cc3c([nH]c4ccccc34)C(c3ccc(OC)cc3)N2C1=S (stereo not given in full)	i	i	-0.5
COc1ccc(NC(=O)C23CC4CC(C2)CC(n2cnc(Br)n2)(C4)C3)cc1Cl	i	i	0.3
C=CCn1c(=O)[nH]c2cc(C(=O)N3CCN(c4ccc(C(C)=O)cc4)CC3)ccc2c1=O	i	i	-0.7
Cc1ccc(S(=O)(=O)N2CCOCC2)cc1NC(=O)c1cc(-c2ccccn2)nc2ccccc12	i	i	0.1
Cc1ccc(Nc2nc(N/N=C\c3ccc4c(c3)OCO4)nc(N3CCOCC3)n2)cc1	i	i	-0.1
COC(=O)CSc1snnc1-c1ccc(F)cc1	i	i	0.4
CCc1ccccc1NC(=O)c1cc(-c2cccs2)on1	i	i	-0.7
CCOC(=O)N1CCc2c(sc3c2c(=O)n(Cc2ccccc2)c(=O)n3Cc2cccc(C)c2)C1	i	i	-1.0
COc1ccc(CNS(=O)(=O)c2ccc(-c3cnc(C4CC4)o3)cc2)cc1	i	i	-1.7
CC(OC(=O)C1CCCC1)C(=O)Nc1ccc(C(N)=O)cc1 (stereo not given)	i	i	0.1
Nc1nc(-c2ccc(Cl)cc2)nn1C(=O)c1ccco1	i	i	-1.2

The results go on.
compound	CHT inh	CHT allo act	STK33 inh
O=C(NCc1ccncc1)/C(=C\c1ccc(F)cc1)NC(=O)c1ccccc1	i	i	-1.6
COc1cc(/C=N/Nc2ccc(F)cc2F)cc(OC)c1O	i	i	3.2
O=C(N/N=C/c1ccc(O)cc1)c1nc(-c2ccccc2)n(-c2ccccc2)n1	i	i	-1.1
Cc1ccccc1N(C(=O)c1csnn1)C(C(=O)NC(C)(C)C)c1cccs1 (stereo not given)	i	i	0.2
COc1ccc(-c2nc(SC)n(S(=O)(=O)c3ccccc3)n2)cc1	i	i	0.8
O=C(NCc1ccc(/C=N\NC(=O)C(=O)Nc2ccccc2Br)o1)C(=O)Nc1ccccc1	i	i	-2.6
CC(=O)ONC(=Nc1ccccc1)c1nonc1N	i	i	-1.6
O=C1CC(c2cccs2)c2cc3c(cc2N1)OCCO3 (stereo not given)	i	i	1.5
CCN(CC)C(=O)c1cccc2nc3ccccc3nc12	i	i	0.9

This is a random part of the collection; about 1.5% have a hit in one of these screens.
